Compound activity as filed in PubChem BioAssay.
TRPC4 inh: TRPC4 (mouse) channel inhibition | Q9QUQ5 | HEK293 TRPC4beta/mu-opioid, DAMGO-evoked Fluo4 calcium flux; active compounds read low | B-score at 10 µM | hit rate 0.39% among 300,000 | AID 2247;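 active = B-score over 3 SD under the library average, no early fluorescence shift, positive overall ratio signal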
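Material: HEK293 cells with stable TRPC4beta plus mu-opioid receptor expression / Probe or stimulus: DAMGO in two steps, submaximal then maximal / Compound: single concentration per test compound / Technique: kinetic Fluo4 fluorescence imaging of calcium influx / Read-out: per-well B score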
MrgX1 PAM: allosterically activates human MrgX1 receptor signaling. Q96LB2. MrgX1-HEK293, Fluo-4 calcium flux, FDSS; active compounds read high. B-score at 10 µM. hit rate 0.63% among 310,000. AID 588675;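 active = plate-corrected calcium response at least 3 library SD above typical, normal starting fluorescence, not activating the receptor alone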;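 also: compound read alongside a low EC10 to EC30 dose of BAM8-22 agonist; peak minus trough fluorescence over baseline measured at the second addition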
TRPC6 activator: mouse TRPC6 channel activation. B-score at 10 µM. AID 2550. HEK293-TRPC6 membrane potential dye fluorescence; active compounds read high. hit rate 0.13% among 310,000;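 active = B-score of the integrated fluorescence ratio above library mean plus 3 SD, and starting fluorescence ratio within library mean plus 5 SD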;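 also: higher score means more depolarization so channel activation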
Target sequence (Q61143 whole entry, looked up): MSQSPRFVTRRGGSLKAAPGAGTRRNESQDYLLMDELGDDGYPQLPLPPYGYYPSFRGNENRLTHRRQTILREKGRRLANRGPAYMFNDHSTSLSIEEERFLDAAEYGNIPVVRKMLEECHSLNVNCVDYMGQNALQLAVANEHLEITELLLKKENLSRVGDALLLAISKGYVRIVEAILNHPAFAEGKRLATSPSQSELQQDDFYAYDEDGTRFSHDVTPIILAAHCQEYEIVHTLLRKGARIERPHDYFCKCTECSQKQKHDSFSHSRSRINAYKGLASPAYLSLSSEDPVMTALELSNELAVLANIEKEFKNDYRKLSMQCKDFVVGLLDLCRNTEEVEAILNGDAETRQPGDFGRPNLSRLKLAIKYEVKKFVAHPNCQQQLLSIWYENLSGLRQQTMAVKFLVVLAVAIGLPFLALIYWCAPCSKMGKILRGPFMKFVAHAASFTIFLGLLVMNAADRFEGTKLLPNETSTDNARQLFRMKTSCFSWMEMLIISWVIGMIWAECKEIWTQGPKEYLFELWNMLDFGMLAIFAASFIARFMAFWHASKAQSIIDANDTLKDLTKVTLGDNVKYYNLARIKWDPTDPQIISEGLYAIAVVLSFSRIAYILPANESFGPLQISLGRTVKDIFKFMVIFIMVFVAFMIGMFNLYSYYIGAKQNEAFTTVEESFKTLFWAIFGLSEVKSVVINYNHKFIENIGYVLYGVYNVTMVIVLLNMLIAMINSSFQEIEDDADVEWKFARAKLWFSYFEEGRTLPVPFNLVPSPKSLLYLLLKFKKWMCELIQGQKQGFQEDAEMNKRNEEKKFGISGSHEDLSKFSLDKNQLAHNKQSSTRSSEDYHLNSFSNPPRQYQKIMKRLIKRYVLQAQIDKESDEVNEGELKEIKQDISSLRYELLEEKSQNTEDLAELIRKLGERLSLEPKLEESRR
MrgX1 ag: agonists of human MrgX1 receptor; B-score at 10 µM; hit rate 0.44% among 310,000; MrgX1-HEK293 cells, Fluo-4 calcium fluorescence, agonist mode; active compounds read high;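 active = calcium response B-score plate-corrected fluorescence ratio at least 3 library SD, with starting fluorescence B-score inside 5 SD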
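System – MrgX1-expressing HEK293 cells · Incubation – cells plated overnight, dye loaded 0.5 h 37 °C, 0.5 h room temperature · Technique – kinetic Fluo-4 NW fluorescence of intracellular calcium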
PolyA inhibitor: blocks polyadenylation in yeast reporter cells | S. cerevisiae SKY197-pL101 polyadenylation reporter, beta-gal luminescence; efflux-impaired pdr1/pdr3 knockout yeast; score 100 = 6 SD above DMSO | calls only at 12 µM | hit rate 0.02% among 300,000;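 active = lowest replicate activity score at least 50, where 100 means six control SD above control mean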;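 also: yeast exposed to compound for 9 h at 30 °C; higher score means more reporter readthrough which indicates perturbed polyadenylation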
HIF activator: HIF pathway transcriptional activation | U2OS HRE-luciferase reporter, luminescence; normalized: DMSO 0%, desferrioxamine 100% | activation, % at 7.5 µM (by protocol) | hit rate 0.32% among 300,000 | AID 1910;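 active = mean activation of at least 10% of the iron chelator positive control signal, with at least half of replicates also reaching 10%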
TRPC6 inh: blocks the mouse TRPC6 cation channel; Q61143; HEK293-TRPC6, membrane potential dye, ACh-evoked depolarization; active compounds read low; B-score at 10 µM; hit rate 1.1% among 310,000; AID 2553;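 active = B-score under library mean minus 3 SD, initial fluorescence not abnormally high, positive integrated signal ratio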;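 also: B-score derived from integrated fluorescence ratio over the kinetic read; more negative B-score means stronger inhibition of depolarization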
AI-2 QS modul: modulates the Vibrio harveyi AI-2 quorum sensing system. Vibrio harveyi JMH597 AI-2 luminescence/OD600 ratio, 9 h; active compounds read low; strain lacks LuxN and CqsS sensors; 0 = neutral-control median. activity change, % at 7.5 µM. hit rate 0.4% among 300,000. AID 2094; in the data active = activity change below about -75%, passing the limit was not always enough;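 also: luminescence divided by OD600 gain over 9 h not by final OD600 alone; inactives centre near 13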
TRPC4 agonist: opens the mouse TRPC4 cation channel | HEK293 TRPC4beta/mu-opioid, Fluo4 calcium fluorescence; active compounds read high | B-score at 10 µM | hit rate 0.49% among 310,000 | AID 2237;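 active = B-score above 5 SD of library B-scores, and initial fluorescence ratio not above library mean plus 5 SD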;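 also: positive B-score marks a calcium rise read as TRPC4 activation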
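Assay system: HEK293 stable line with TRPC4beta plus mu-opioid receptor. Times: dye 45 min RT, read 110 s. Measured by: kinetic Fluo4 calcium fluorescence. Measure: B score of integrated ratio. Controls: assay buffer as low control, maximal DAMGO as high control.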
MrgX1 antagonist: antagonists of human MrgX1 receptor | hit rate 1.3% among 310,000 | B-score at 10 µM | AID 588676 | MRGX1-HEK293 calcium flux, Fluo-4, BAM8-22 antagonism; active compounds read low | Q96LB2;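 active = calcium-response B-score plate-corrected more than 3 library SD below zero, starting fluorescence within 5 deviations, no agonist response on first addition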;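 also: peak minus trough fluorescence over baseline after final BAM8-22 challenge near maximal dose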
TRPC4 PAM: allosteric potentiators of mouse TRPC4 channel. Q9QUQ5. HEK293 TRPC4beta/mu-opioid, DAMGO EC20, Fluo-4 Ca2+ flux; active compounds read high. B-score at 10 µM. hit rate 0.42% among 310,000;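 active = B-score of calcium response area above 5 SD of library B-scores, with initial fluorescence ratio within 5 SD of library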;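 also: B-score of integrated fluorescence ratio over time as area under calcium response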
An asterisk follows results filed as active; i = inactive; nt = not tested or not shown. Only part of the results is shown (hit frequency here may not be typical).

structure,TRPC4 inh,MrgX1 PAM,TRPC6 activator,MrgX1 ag,PolyA inhibitor,HIF activator,TRPC6 inh,AI-2 QS modul,TRPC4 agonist,MrgX1 antagonist,TRPC4 PAM
CCOC(=O)N1CCN(C(=O)CSC2=NS(=O)(=O)c3cc(Cl)ccc3N2)CC1,i,i,i,i,i,-0.4,i,-1,i,i,i
NC(=O)c1ncc(C(F)(F)F)cc1Cl,i,i,i,i,i,-0.2,i,27,i,i,i
Cc1ccn(CCC(=O)Nc2ccc3c(c2)OCO3)n1,i,i,i,i,i,1.4,i,16,i,i,i
CCC(C)[C@H]1CN=C(N)N1CCc1cccc(F)c1 (stereo partly specified),i,i,i,i,i,0.1,i,7,i,i,i
CCOC(=O)C1=C(C)C(c2cccc(Oc3ccccc3)c2)NC(=S)N1 (stereo unspecified),i,i,i,i,i,0.3,i,-27,i,i,i
COc1cc(S(=O)(=O)NCCOC23CC4CC(CC(C4)C2)C3)c(OC)cc1Cl,i,i,i,i,i,-0.3,i,5,i,i,i
CCOc1ccc(S(=O)(=O)N2CCN(C(=O)c3cc(-c4ccccc4)nn3-c3ccccc3)CC2)cc1,i,i,i,i,i,0.1,i,12,i,i,i
CCC(C)(C)C1CCC2(CC1)NC(=O)N(CC(=O)N(C)Cc1ccc(OC(F)F)cc1)C2=O (stereo unspecified),i,i,i,i,i,0.0,i,13,i,i,i
COc1ccc(NC(=O)N(C2CCCCC2)C(C)c2cccnc2)c(OC)c1 (stereo unspecified),i,i,i,i,i,-0.2,i,11,i,i,i
CCS(=O)(=O)Nc1cccc(-c2nc3cccnc3s2)c1,i,i,i,i,i,1.9,i,12,i,i,i
Cn1c(=O)c2c(nc(Br)n2CC(=O)c2cccs2)n(C)c1=O,i,i,i,i,i,0.0,i,16,i,i,i
OCCNCCSc1nc(C2CCCCC2)n(-c2ccccc2Cl)n1,i,i,i,i,i,-0.2,i,8,i,i,i
COc1ccc2cc(C3CC(c4cccs4)=NN3S(C)(=O)=O)c(Cl)nc2c1 (stereo unspecified),i,i,i,i,i,0.2,i,32,i,i,i
O=C(NC(=S)NCCCN1CCOCC1)c1cccc2ccccc12,i,i,i,i,i,-0.4,i,31,i,i,i
CN(C)c1ccc(C(=O)NN2C(=O)c3ccccc3C2=O)cc1,i,i,i,i,i,0.1,i,14,i,i,i
CCC(=O)c1ccc(N2CCC(C)CC2)c(F)c1,i,i,i,i,i,3.0,i,26,i,i,i
COc1ccc([N+](=O)[O-])cc1N1C(=O)c2cccnc2C1=O,i,i,i,i,i,-0.6,i,13,i,i,i
C=CCOC(=O)C1=C(C)NC(=O)NC1c1cc(Cl)cc(Cl)c1OC (stereo unspecified),i,i,i,i,i,-27,i,15,i,i,i
Oc1c(Br)cc(Br)cc1C=Nc1ccc2[nH]ncc2c1,-7*,i,i,i,i,-0.2,i,48,i,i,i
CCOC(=O)c1sc(NC(=O)CSc2n[nH]c(-c3ccc(Cl)cc3Cl)n2)c(C#N)c1C,i,i,i,i,i,-0.1,i,14,i,i,i
O=C(c1cc(N2C(=O)C3C4CCC(C4)C3C2=O)ccc1Cl)N1CCN(c2ccccc2F)CC1 (stereo unspecified),i,i,i,i,i,-0.3,i,19,i,i,i
Cc1ccc(C(=O)N/C(=C\c2cccs2)C(=O)NCc2cccnc2)cc1,i,i,i,i,i,-0.3,i,-18,i,i,i
O=C(CSc1nccc(=O)[nH]1)Nc1ccc(S(=O)(=O)N2CCOCC2)cc1,i,i,i,i,i,-0.5,i,18,i,i,i
COC(=O)c1c(=O)n(O)c2ccc(OC)cc2[n+]1[O-],i,i,i,i,i,0.0,i,2,i,i,i
CN1CCN(CC#CCC2(O)c3ccccc3-c3ccccc32)CC1,i,i,i,i,i,0.0,i,53,i,i,i
O=CN1CCN(C(C(=O)NC2CCCCC2)c2cc3c(cc2[N+](=O)[O-])OCO3)CC1 (stereo unspecified),i,i,i,i,i,1.0,i,8,i,i,i
COc1cc(C)nc(N2CCCC(C(=O)Nc3cccc(Cl)c3Cl)C2)n1 (stereo unspecified),i,i,i,i,i,-2.9,i,25,i,i,i
CCOc1ccc(NC(=O)CN2CCN(CC(=O)Nc3ccc(F)cc3)CC2)cc1,nt,i,nt,i,i,-0.5,nt,2,nt,i,nt
CC(C)(C)c1ccc(S(=O)(=O)NC(Cc2ccccc2)C(=O)O)cc1 (stereo unspecified),nt,i,i,i,i,-0.5,i,3,i,i,i
Cc1cccc(NC(=O)COc2ccc(Br)cc2)n1,i,i,i,i,nt,1.8,i,-7,i,i,i
COc1cc(OC)cc(C(=O)NCc2ccc(-n3cccc3)cc2)c1,i,i,i,i,i,1.2,i,0,i,i,i
CC(=O)C1=C(O)C(=O)N(CCCN2CCOCC2)C1c1ccccc1[N+](=O)[O-] (stereo unspecified),i,i,i,i,i,0.3,i,15,i,i,i
COc1ccc(C(=O)c2ccc3oc(-c4ccc(OC)cc4)c(C#CCCO)c3c2)cc1,i,i,i,i,i,-1.5,i,11,i,i,i
COCCCNC(=O)c1c[nH]c2ccc(S(=O)(=O)N3CCc4ccccc43)cc2c1=O,i,i,i,i,i,-0.5,i,8,i,i,i
Cc1c(Cl)cnc(NC(=O)COC(=O)c2ccc3ncsc3c2)c1Cl,i,i,i,i,i,-1.3,i,14,i,i,i
O=C(Nc1ccc(F)cc1)NC1(C(=O)NCc2cccs2)CCCCC1,i,i,i,i,i,-0.4,i,24,i,i,i
Clc1ccc2c(N/N=C/c3ccccc3Br)ccnc2c1,i,i,i,i,i,nt,i,10,i,i,i
CC(=O)c1nn(-c2cccc(Br)c2)cc1C(=O)c1ccc(Br)cc1,i,i,i,i,i,-0.2,i,16,i,i,i
COc1ccc(C(=O)C2CCCN(Cc3ccc4nonc4c3)C2)cc1OC (stereo unspecified),i,i,i,i,i,-1.0,i,16,i,i,i
COc1ccc(C(=O)Nc2ccc(S(=O)(=O)Nc3nccc(C)n3)cc2)cc1OC,i,i,i,i,i,-0.2,i,20,i,i,i
CC(=O)Nc1ccc(C(=O)OCC(=O)Nc2ccc([N+](=O)[O-])cc2C(F)(F)F)cc1,i,i,i,i,i,0.2,i,15,i,i,i
Cc1cc(C)c(S(=O)(=O)N2CCN(C(=O)C(C)Cn3nc(C)nc3C)CC2)c(C)c1 (stereo unspecified),i,i,i,i,i,0.1,i,16,i,i,i
CS(=O)(=O)N(CC(=O)NCCSC1CCCCC1)c1cccc(F)c1,i,i,i,i,i,-0.1,i,23,i,i,i
O=C(CN1C(=O)NC2(CCCC2)C1=O)Nc1cccc(-c2nnc3n2CCCCC3)c1,i,i,i,i,nt,nt,i,17,i,i,i
Cc1ccc(Cn2ccc(NC(=O)c3cc(-c4ccc5c(c4)OCO5)on3)n2)cc1,i,nt,i,nt,i,-0.3,i,10,i,nt,i
OCCC1CN(Cc2cnc(-c3cccc4ccccc34)nc2)CCN1C1CCCCC1 (stereo unspecified),i,i,i,i,i,-0.2,i,17,i,i,i
Cc1c(NC(=O)CN2CCN(c3ccccc3)CC2)c(=O)n(-c2ccccc2)n1C,i,i,i,i,i,-0.4,i,5,i,i,i
Cc1ccccc1NS(=O)(=O)c1ccc2[nH]cc(C(=O)NCCCN3CCOCC3)c(=O)c2c1,nt,i,i,i,i,0.1,-6*,24,i,i,i
CC1=NN(c2ccccc2)C(=O)/C1=C/c1cn(C)c2ccccc12,i,i,i,i,i,0.0,-5.4*,27,i,i,i
CNc1ccc(C(=O)N2CCN(S(=O)(=O)c3ccc4c(c3)OCCCO4)CC2)cc1[N+](=O)[O-],i,i,i,i,i,-0.7,i,9,i,i,i
CC(=O)NCc1ccc(S(=O)(=O)N2CCCN(C)CC2)cc1,i,i,i,i,i,-4.0,i,11,i,i,i
Cc1ccc(CCN2CC(C(=O)NCCCN3CCC(C)CC3)CC2=O)cc1 (stereo unspecified),i,i,i,i,i,-0.1,i,0,i,i,i
CCCCn1c(N)c(N(CCOC)C(=O)c2cnccn2)c(=O)[nH]c1=O,i,i,i,i,i,-0.1,i,9,i,i,i
Cc1cccc(-c2nnc(SCc3cc(=O)[nH]c4ccccc34)n2C)c1,i,i,i,i,i,0.4,i,14,i,i,i
CC(=O)Nc1ccc(-c2sc(Nc3ccccc3)n[n+]2C)cc1,i,i,i,i,i,-0.1,i,25,i,i,i
CSc1nnc(C)c(=O)n1COC(=O)/C=C/c1ccc2c(c1)OCO2,i,i,i,i,i,nt,i,29,i,i,i
COc1ccccc1CNC(=O)c1c(-c2ccccc2)nn(-c2ccccc2)c1C,i,i,i,i,i,-0.8,i,20,i,i,i
Cc1ccc(C(=O)COC(=O)COc2ccc(C)c(C)c2)cc1,i,i,i,i,i,-0.2,i,26,i,i,i
Cc1cc(C)c(S(=O)(=O)c2ccccc2C)c(Oc2ccccc2)n1,i,i,i,i,i,-0.3,i,7,i,i,i
CCc1cccc(C)c1NC(=O)C1CN(S(=O)(=O)c2ccccc2)CCN1S(=O)(=O)c1ccccc1 (stereo unspecified),i,i,i,i,i,-0.1,i,41,i,i,i

More records follow.
structure,TRPC4 inh,MrgX1 PAM,TRPC6 activator,MrgX1 ag,PolyA inhibitor,HIF activator,TRPC6 inh,AI-2 QS modul,TRPC4 agonist,MrgX1 antagonist,TRPC4 PAM
CN1CCN(CCCNC(=O)c2ccc(/C=C3\Sc4ccccc4N(Cc4ccccc4F)C3=O)cc2)CC1,i,nt,i,nt,i,-0.8,i,5,i,nt,i
COc1ccc(-c2csc(NC(=O)C3CC(=O)N(Cc4ccccc4)C3)n2)cc1OC (stereo unspecified),i,i,i,i,i,0.1,i,28,i,i,i
CCC(C(=O)O)N1C(=O)C2CCCCC2C1=O (stereo unspecified),i,i,i,i,i,0.8,i,11,i,i,i
CC(=O)Nc1ccc(NC(=O)c2c(-c3ccccc3Cl)noc2C)cc1,i,i,i,i,i,-1.5,i,19,i,i,i
